High-throughput results as filed in PubChem.
Tau FP inhib: inhibitors of human tau fibril formation; P10636; K18 P301L tau heparin fibrillization, Alexa594 FP, 6 h; Potency, µM (top dose mostly 57.7 µM), without a hit: at the top dose activity, negative = inhibition, hits mostly inhibitors; 280,000 compounds, 0.39% hits; AID 1468; further: nearly all actives have a fitted effect of over 55% in size
Target sequence (P10636 561-689 P618L limits assumed): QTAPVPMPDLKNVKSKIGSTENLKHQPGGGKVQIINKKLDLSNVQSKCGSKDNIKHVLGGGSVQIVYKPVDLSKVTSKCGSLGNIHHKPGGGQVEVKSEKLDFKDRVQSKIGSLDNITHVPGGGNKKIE
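K18 P301L tau (15 uM unlabeled/0.24 uM Alexa 594-labeled, final) + compound + heparin 20 uM final; 100 mM NaOAc pH 7; 6 hr 37 C; ThT 30 uM final added, 1 hr RT; FP ex 555/em 632 nm.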
Tau fluor counter: counter-screen for tau fibril formation inhibitors | tau K18 P301L Alexa594 fluorescence, heparin fibrillization | Potency, µM (highest dose often 57.7 µM), for the others: top-dose activity change, negative = decrease | 280,000 compounds, 0.93% hits | AID 1463; further: nearly all actives have a fitted effect of over 55% in size
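Human K18 P301L tau (15 uM unlabeled plus 0.24 uM Alexa 594-labeled, final) in 100 mM sodium acetate pH 7 was mixed with compound and 20 uM heparin and incubated 6 hr at 37 C.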
Tau ThT inhib: tau fibrillization inhibition (ThT binding) | Potency, µM (doses to about 57.4 µM), for the others: at the highest dose activity, negative = inhibition, actives largely listed as inhibitors | P10636 | AID 1460 | 270,000 compounds, 2.1% hits | recombinant tau K18 P301L (four-repeat tau fragment), heparin-induced fibrillization, ThT fluorescence; further: nearly all actives have a fitted effect of over 55% in size
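Recombinant human tau K18 fragment […] carrying P301L, 15 uM unlabeled plus 0.24 uM Alexa 594-labeled, was fibrillized with 20 uM heparin in 100 mM sodium acetate pH 7 for 6 hr at 37 C; 30 uM ThT fluorescence read after 1 hr.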
The depositor's hits bear a star; ? = inconclusive. The call rests on the fitted dose curve; in most records, active means well fitted curve in the direction sought with a large enough effect; inconclusive means small, poorly fitted or top-dose-only effect, or another doubt; inactive means no such curve, though single readings can be large; an effect the other way counts as inactive or inconclusive. On the % scale 0 is the no-effect control and ±100 the full control effect; potency means the concentration at half of the fitted maximal effect.

SMILES	Tau FP inhib	Tau fluor counter	Tau ThT inhib
CCOc1ccc(CNC(=O)c2ccc(CS(=O)Cc3ccc(Cl)cc3)o2)cc1 (stereo not drawn)	-5%	-2%	6%
Cc1cc(C)c(S(=O)(=O)N2CCC(N3CCN(Cc4ccccc4)C(=O)C3=O)CC2)c(C)c1	-3%	5%	-3%
O=C(Nc1ccc(Br)cc1)C(Cc1ccccc1)NS(=O)(=O)c1cccc2nsnc12 (stereo not drawn)	-15%	-13%	10%
O=c1c(N2CCc3ccccc3C2)csc2ccc(Cl)cc12	12%	5%	?
COC(=O)c1ccc2c(c1)N(CC(=O)Nc1cccc(Cl)c1C)C(=O)c1ccccc1S2	-6%	2%	9%
Cc1cccc(OCC(=O)Nc2nc3c(s2)CC(C(C)(C)C)CC3)c1C (stereo not drawn)	-10%	-13%	?
CC(C)c1ccc(CNc2nc(-c3ccco3)nn2S(=O)(=O)c2ccc(F)cc2)cc1	?	-22%	-12%
COc1cc(NC(=O)CCc2c(C)nn(-c3ccc(N4CCOCC4)nn3)c2C)cc(OC)c1OC	4%	9%	4%
Cc1onc(-c2ccccc2Cl)c1C(=O)Oc1ccccc1F	-19%	-26%	-6%
CN(C(=O)CSc1nc2ccc(NC(=O)c3ccc(F)cc3)cc2s1)c1ccccc1	?	?	-6%
CC(=O)c1ccc(S(=O)(=O)Nc2cccc(-c3ccc(N4CCCCC4)nn3)c2)cc1	-4%	?	-6%
CCOC(=O)c1c(S(=O)(=O)N2CCCC(C(=O)N3CCN(c4cc(C)ccc4C)CC3)C2)c(C)n(C)c1C (stereo not drawn)	8%	-7%	?
Cc1ccc2c(Sc3ccc(Cl)cc3)c(C(=O)N3CCC(C)CC3)[nH]c2c1	4%	-25%	-8%
CCCc1nn2c(=O)cc(COC(=O)c3cccs3)nc2s1	-11%	2%	-12%
CC1CN(C(=O)N2CCC(C(=O)NCc3cccs3)CC2)c2ccccc2O1 (stereo not drawn)	-10%	-9%	?
Cc1cc(C)n(CC(=O)Nc2ccc(F)c(F)c2)c(=O)c1C#N	2%	-5%	-3%
CC1=C(c2ccc(C(C)C)cc2)S(=O)(=O)NC1=NCc1ccc(OC(C)C)cc1	-2%	-6%	-4%
COC(=O)c1c(SC)nc2ccccc2c1OCc1ccccc1C	?	-29%	?
COc1cc(NC(=O)C(CC(C)C)N2Cc3ccccc3C2=O)cc(OC)c1 (stereo not drawn)	-9%	-11%	1%
CSc1cccc(N2C(=O)N(Cc3ccc([N+](=O)[O-])cc3)c3ccccc3S2(=O)=O)c1	-9%	-25%	13%
Cc1ccc(CCNC(=O)CN2C(=O)COc3ccc(S(=O)(=O)N4CCCCCC4)cc32)cc1	10%	-18%	-3%
CCc1cnc2c(c1SCC(=O)NCc1ccccc1)c(=O)n(C)c(=O)n2C	-9%	-23%	-18%
CCOC(=O)c1cc(S(=O)(=O)Nc2ccc(OC)c(Cl)c2)[nH]n1	-10%	-6%	-2%
O=C(NCCCN1CCN(c2ccccc2F)CC1)c1sc2ncccc2c1-n1cccc1	1%	-7%	-1%
CCCCNC(=O)Cn1nc(N2CCN(c3ccccc3OC)CC2)ccc1=O	4%	-4%	-1%

Quoted at random: seven entries already listed
SMILES	Tau FP inhib	Tau fluor counter	Tau ThT inhib
CC(=O)c1ccc(S(=O)(=O)Nc2cccc(-c3ccc(N4CCCCC4)nn3)c2)cc1	-4%	?	-6%
COC(=O)c1ccc2c(c1)N(CC(=O)Nc1cccc(Cl)c1C)C(=O)c1ccccc1S2	-6%	2%	9%
Cc1onc(-c2ccccc2Cl)c1C(=O)Oc1ccccc1F	-19%	-26%	-6%
CCOc1ccc(CNC(=O)c2ccc(CS(=O)Cc3ccc(Cl)cc3)o2)cc1 (stereo not drawn)	-5%	-2%	6%
Cc1cc(C)n(CC(=O)Nc2ccc(F)c(F)c2)c(=O)c1C#N	2%	-5%	-3%
O=C(Nc1ccc(Br)cc1)C(Cc1ccccc1)NS(=O)(=O)c1cccc2nsnc12 (stereo not drawn)	-15%	-13%	10%
CC1CN(C(=O)N2CCC(C(=O)NCc3cccs3)CC2)c2ccccc2O1 (stereo not drawn)	-10%	-9%	?

Entries listed so far with a furan ring, fused or not, in the order listed:
SMILES	Tau FP inhib	Tau fluor counter	Tau ThT inhib
CCOc1ccc(CNC(=O)c2ccc(CS(=O)Cc3ccc(Cl)cc3)o2)cc1 (stereo not drawn)	-5%	-2%	6%
CC(C)c1ccc(CNc2nc(-c3ccco3)nn2S(=O)(=O)c2ccc(F)cc2)cc1	?	-22%	-12%

Following part
SMILES	Tau FP inhib	Tau fluor counter	Tau ThT inhib
COc1cc(OC)c(NC(=O)NCc2ccc3c(c2)CCN3C(=O)c2ccccc2)cc1Cl	10%	?	?
CC1Cc2cc(S(=O)(=O)CCC(=O)Nc3ccc(F)cc3Cl)ccc2N1C(=O)C1CC1 (stereo not drawn)	-2%	-5%	4%
CC(C)CC(=O)Nc1nc2c(s1)CC(C(C)(C)C)CC2 (stereo not drawn)	3%	9%	7%
CCc1cccc(NC(=O)CSc2ncc3c(n2)-c2ccccc2N(CC)S3(=O)=O)c1	?	?	-13%
CN(Cc1ccccc1)S(=O)(=O)c1ccc(F)c(C(=O)Nc2cccc(Cl)c2Cl)c1	-7%	-2%	6%
O=C(c1cnc(N2CCCCC2)c2ccccc12)N1CCN(c2cccc(Cl)c2)CC1	-5%	-14%	-12%
O=C(NCC(c1cccs1)S(=O)(=O)c1cccs1)c1ccc(C(F)(F)F)cc1 (stereo not drawn)	-6%	-23%	1%
O=C(Nc1ccc2nc(SCC(=O)N3CCOCC3)sc2c1)c1ccc(F)cc1	-11%	-14%	-4%
CCN1CCC(N(Cc2cccc(OC)c2)C(=O)Nc2ccc(C)cc2Cl)CC1	-1%	5%	1%
Cc1cccc(N2CCN(C(=O)CCn3c(=O)c4cccn4c4cccnc43)CC2C)c1 (stereo not drawn)	8%	-14%	?
Cc1ccc2[nH]c3c(=O)n(CC(=O)N(C)c4cc(Cl)ccc4C)ncc3c2c1	-11%	-11%	-14%
Cc1nn(S(=O)(=O)c2ccc(C(C)(C)C)cc2)c(C)c1S(=O)(=O)N1CCC(C)CC1	1%	-1%	3%
Cc1ccc(S(=O)(=O)C(CNC(=O)C(=O)NCc2ccccc2C)c2cccs2)cc1 (stereo not drawn)	5%	-18%	-9%
COc1ccc(-c2nc3scc(CCNS(=O)(=O)c4c(C)noc4C)n3n2)cc1	-13%	-12%	-2%
Cc1ccc(C)c(N2CCN(C(=O)C3CCN(S(=O)(=O)c4ccc5[nH]c(=O)oc5c4)CC3)CC2)c1	-4%	-28%	-2%
CCC(C)NC(=O)c1sc2ncccc2c1-n1c(C)ccc1C (stereo not drawn)	-8%	-3%	-4%
COc1cc(OC)c(NC(=O)Cn2nc(C)n3cccc3c2=O)cc1Cl	?	?	?
COc1ccc(NC(=O)CN2C(=O)C(C)(C)c3cc(S(=O)(=O)N4CCCCC4)ccc32)cc1Cl	?	?	12%
O=C(CSc1nc2ccccc2n1Cc1ccccc1F)NCc1ccccc1	3%	1%	-1%
CCOc1ccc(-c2nonc2NC(=O)c2oc3ccc(F)cc3c2C)cc1	-11%	-14%	7%
CSCCC(NS(=O)(=O)c1ccc2c(c1)oc(=O)n2C)C(=O)NCc1ccc(Cl)cc1 (stereo not drawn)	-2%	5%	8%
COc1ccc(S(=O)(=O)NCCc2sc(C)nc2C)cc1	-12%	1%	-1%
COc1ccc2cc(CNc3ccc(C)cc3)c(=O)n(CC(=O)Nc3ccc(OC)c(Cl)c3)c2c1	?	?	3%
CCC(C)NC(=O)CSc1nc2c(sc3ccccc32)c(=O)n1Cc1ccccc1Cl (stereo not drawn)	-8%	1%	6%
CCOc1ccc(OCC)c(NC(=O)c2cnn(-c3ccc(F)cc3)c2C2CCN(C(=O)OC(C)(C)C)CC2)c1	7%	-25%	-16%
Going on with the list:
SMILES	Tau FP inhib	Tau fluor counter	Tau ThT inhib
COC(=O)c1scc(-c2ccc(C)cc2)c1S(=O)(=O)Nc1ccc(OC(F)(F)F)cc1	-11%	0%	2%
Cc1ccc2c(c1)c(N1CCCC1=O)c(C(=O)Nc1ccc(F)cc1F)n2C	2%	-1%	7%
COc1ccc(N2CC(NC(=O)/C=C\c3ccc4c(c3)OCO4)CC2=O)cc1OC (stereo not drawn)	-5%	-9%	-6%
CCCN1CCN(CCCNC(=O)Cn2c(-c3cccs3)cc3cc(Cl)ccc32)CC1	-5%	-25%	-10%
CCOC(=O)c1c(C)[nH]c(C)c1S(=O)(=O)N1CCC(C(=O)N2CCN(c3cccc(C)c3C)CC2)CC1	-4%	-25%	-11%
COc1cc(C(=O)Nc2ccc3nc(SCc4ccc(C)cc4)sc3c2)cc(OC)c1OC	?	?	?
Cc1nn(-c2ccc(N3CCOCC3)nn2)c(C)c1CCC(=O)NCc1ccc(F)cc1	-2%	2%	-3%
COC(=O)c1ccc(NC(=O)CSc2ncc3c(n2)-c2cc(Cl)ccc2N(Cc2ccccc2)S3(=O)=O)cc1	16µM*	?	8%
CCOC(=O)N1CCC(NC(=O)c2cnn(-c3ccccc3)c2C2CCN(C(=O)OC(C)(C)C)CC2)CC1	4%	-1%	-2%
Cn1ncc2c(Nc3cc(C(F)(F)F)ccc3Cl)ncnc21	0%	-2%	4%
CCOC(=O)c1cc(S(=O)(=O)NCc2ccc(OC)cc2)[nH]n1	-6%	-4%	6%
CCOCCc1nn2c(=O)cc(COC(=O)c3ccc(NC(=O)C4CCCCC4)cc3)nc2s1	-1%	-13%	-6%
CCc1cnc2c(c1SCC(=O)Nc1ccc(Cl)cc1)c(=O)n(C)c(=O)n2C	-22%	-20%	-8%
COc1ccc(CCNC(=O)c2c3c(nc4ccccc24)C(=O)N(C2CCCCC2)C3)cc1OC	10%	3%	1%
Cn1cnc(S(=O)(=O)N2CCC(C(=O)Nc3ccc(OC(F)(F)F)cc3)CC2)c1	?	-14%	1%
COc1ccccc1N1CCN(C(CNC(=O)C(=O)NCc2cccnc2)c2cccnc2)CC1 (stereo not drawn)	3%	-13%	?
Cc1nc(C)c(-c2ccc(SCC(=O)Nc3ccc(C)c(F)c3)nn2)s1	-11%	-10%	-10%
Cc1ccc(OCC(=O)NCC2(N(C)C)CCCCC2)cc1C	6%	0%	-3%
CC(C)NC(=O)Nc1ccc2c(c1)N(C)C(=O)c1ccccc1S2	7%	-4%	-10%
CC(C)CCNC(=O)Nc1ccc2c(c1)N(C)C(=O)c1ccccc1S2	-1%	-15%	?
Cc1ccc(CNC(=O)C2CCN(S(=O)(=O)N3CCC(C)CC3)CC2)cc1	-9%	-21%	-14%
COc1cccc(C2=CC(c3ccccc3F)n3ncc(C(=O)Nc4ccc(F)cc4)c3N2)c1 (stereo not drawn)	?	?	-11%
COc1cc(Cl)c(C)cc1NC(=O)CCn1c(=O)c2cccn2c2cccnc21	-3%	-1%	9%
Cc1ccc(C)c(CNC(=O)C2CCCCN2S(=O)(=O)c2ccc(F)cc2)c1 (stereo not drawn)	-2%	-9%	3%
CC1=Nc2cc(C(=O)NCc3ccc(C)cc3)ccc2Sc2ccc(Cl)cc21	-1%	-16%	-7%
Going on with the list.
SMILES	Tau FP inhib	Tau fluor counter	Tau ThT inhib
COC(=O)c1sccc1S(=O)(=O)N(CC(=O)NCc1ccc(C)cc1)c1ccc(C)cc1	-1%	-9%	-6%
Cc1cc(C)cc(NC(=O)CN2C(=O)c3ccccc3Sc3ccc(C(=O)N4CCCC4)cc32)c1	-3%	-12%	-15%
CC(CC(=O)NCc1ccc(Cl)cc1Cl)CC1=NS(=O)(=O)c2ccccc2N1 (stereo not drawn)	3%	-10%	6%
CCOc1ccc(NC(=O)C2CCCN(c3nn4cc(-c5ccc(OC)cc5)nc4s3)C2)cc1 (stereo not drawn)	11%	?	?
COc1ccccc1NC(=O)CSc1nnc(-c2nonc2NC(C)=O)n1-c1ccccc1	8%	-12%	0%
CCOC(=O)c1ccc(NC(=O)c2ccc(CN3C(=O)CCn4nc(C)cc43)cc2)cc1	-4%	-7%	18%
Cc1ccc(NC(=O)CCOc2ccccc2)cc1	0%	-10%	-10%

One compound at a time, as listed above. Order of screens: Tau FP inhib, Tau fluor counter, Tau ThT inhib
Listed for COC(=O)c1sccc1S(=O)(=O)N(CC(=O)NCc1ccc(C)cc1)c1ccc(C)cc1 = -1%, -9%, -6%
Listed for COc1ccccc1NC(=O)CSc1nnc(-c2nonc2NC(C)=O)n1-c1ccccc1 = 8%, -12%, 0%
Listed for CCOc1ccc(NC(=O)C2CCCN(c3nn4cc(-c5ccc(OC)cc5)nc4s3)C2)cc1 (stereo not drawn) = 11%, ?, ?
Listed for Cc1cc(C)cc(NC(=O)CN2C(=O)c3ccccc3Sc3ccc(C(=O)N4CCCC4)cc32)c1 = -3%, -12%, -15%
Listed for CC(CC(=O)NCc1ccc(Cl)cc1Cl)CC1=NS(=O)(=O)c2ccccc2N1 (stereo not drawn) = 3%, -10%, 6%

This is a subset (hit frequency here may not be typical).
